Bioassay records from PubChem.
ATG4B inh – inhibitors of human ATG4B cysteine protease. Q9Y4P1. ATG4B cleavage of LC3-PLA2, NBD-HPC fluorescence, 1 h. inhibition, % at 8.33 µM. 340,000 compounds, 0.51% hits; in the data active means inhibition above about 40%
SENP6 inh – blocks the human protease SENP6; 330,000 compounds, 1.8% hits; Q9GZR1; Recombinant SENP6 catalytic domain, aminoluciferin luminescence; inhibition, % at 10 µM; AID 2599;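 active means inhibition above about 50% at the single tested dose, limit read from the data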;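 further: plate controls were DMSO wells with enzyme for no effect and DMSO wells lacking enzyme for full effect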
PfGluPho inh – PfG6PD (Plasmodium falciparum) enzyme inhibition; 350,000 compounds, 0.78% hits; PfGluPho enzyme, NADPH resazurin-diaphorase fluorescence; inhibition, % at 20 µM; AID 504690;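 active means inhibition reaching at least a set limit at 20 µM in the primary screen, cut at about 59% in these data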;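 further: 0% = DMSO wells with substrate and 100% = DMSO wells lacking glucose-6-phosphate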
hIAP act – human IAP activation. purified human IAP, CDP-Star luminescence, 30 min; hits give high values; 1 = vehicle-only enzyme, 0 = enzyme-free background. 330,000 compounds, 0.16% hits. AID 2524. activation factor at 10 µM. P09923;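 active means activation factor of the enzyme at least 2-fold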; further: the source names both 10 and 20 µM as test concentration; values of inactives mirror those of a sister screen read the other way
Target sequence (P09923 whole entry, looked up): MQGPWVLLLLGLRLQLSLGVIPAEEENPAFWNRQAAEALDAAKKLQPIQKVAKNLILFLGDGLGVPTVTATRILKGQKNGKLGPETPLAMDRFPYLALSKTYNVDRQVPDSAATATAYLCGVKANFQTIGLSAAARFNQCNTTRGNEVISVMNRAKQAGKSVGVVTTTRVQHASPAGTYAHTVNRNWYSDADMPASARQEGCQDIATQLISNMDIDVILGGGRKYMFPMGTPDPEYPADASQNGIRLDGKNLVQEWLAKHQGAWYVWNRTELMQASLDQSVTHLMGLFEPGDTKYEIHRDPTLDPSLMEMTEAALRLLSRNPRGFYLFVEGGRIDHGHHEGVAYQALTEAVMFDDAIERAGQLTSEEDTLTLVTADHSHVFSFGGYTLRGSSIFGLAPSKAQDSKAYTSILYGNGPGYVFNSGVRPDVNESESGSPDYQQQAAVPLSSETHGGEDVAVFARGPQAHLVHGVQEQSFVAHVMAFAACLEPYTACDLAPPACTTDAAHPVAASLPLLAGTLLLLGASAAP
SENP1 FRET inh – inhibitors of human SENP1 SUMO protease catalytic domain. Q9P0U3. recombinant SENP1 catalytic domain, CyPet-SUMO1-YPet FRET cleavage. inhibition, % at 10 µM. 360,000 compounds, 0.21% hits;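 active means inhibition at least 30% at 10 µM, raw YFP signal under a set limit, fluorescence ratio 0.5 to 1.5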;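 further: 0% = enzyme with DMSO and 100% = no enzyme wells; some results filed as inactive read as strong as hits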
Target sequence (Q9P0U3 419-644 limits assumed): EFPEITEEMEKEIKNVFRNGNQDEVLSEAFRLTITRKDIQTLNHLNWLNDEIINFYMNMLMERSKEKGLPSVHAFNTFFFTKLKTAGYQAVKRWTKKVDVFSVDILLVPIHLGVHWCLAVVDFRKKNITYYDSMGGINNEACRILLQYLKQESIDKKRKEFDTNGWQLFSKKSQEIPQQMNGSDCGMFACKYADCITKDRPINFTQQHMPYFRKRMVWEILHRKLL
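Test system: recombinant human SENP1 catalytic domain, His6-tagged / Medium: pH 8 Tris buffer with EDTA, NaCl, BME, BSA, NP40, catalase / Also added: SUMO1 FRET substrate flanked by Cypet and Ypet, 25 nM / Times: 50 min reaction at room temperature / Signal: FRET, CFP and YFP emission / Control set: no-enzyme low control and enzyme-plus-DMSO high control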
NR3A LBD binder – NR3A (human) ligand-binding domain modulation; NR3A LBD differential scanning fluorimetry, Tm shift; 0% = protein alone, 100% = glycine-bound protein; Tm shift relative to glycine control, % at 25 µM; 340,000 compounds, 2.5% hits; AID 1259313;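 active means melting temperature shift of at least 10% of the positive control shift, at one fixed dose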
SENP8 block – inhibitors of human SENP8 protease | Q96LD8 | recombinant SENP8, Nedd8 substrate fluorescence | inhibition, % at 20 µM | 360,000 compounds, 0.64% hits | AID 602440; in the data active means inhibition mostly above about 40%, no sharp cut-off; inactive means mostly below about 27%
Target sequence (Q96LD8 whole entry, looked up): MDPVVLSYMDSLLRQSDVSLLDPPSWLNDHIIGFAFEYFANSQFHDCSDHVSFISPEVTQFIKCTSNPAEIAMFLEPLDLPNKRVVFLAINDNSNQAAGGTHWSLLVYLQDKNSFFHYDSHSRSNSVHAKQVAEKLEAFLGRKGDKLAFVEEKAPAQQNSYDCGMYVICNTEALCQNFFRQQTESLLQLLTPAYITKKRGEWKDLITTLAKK
MPTP inh – blocks calcium-induced mitochondrial swelling; AID 602449; 360,000 compounds, 1.4% hits; inhibition, % at 10 µM; isolated mouse mitochondria, Ca2+ swelling absorbance, 30 min;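 active means inhibition of 50% or more, scaled per plate between neutral and stimulator controls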;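 further: 0% = DMSO wells given calcium and 100% = 1 mM EGTA wells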
An asterisk follows results filed as active; . = not tested or not shown.

SMILES	ATG4B inh	SENP6 inh	PfGluPho inh	hIAP act	SENP1 FRET inh	NR3A LBD binder	SENP8 block	MPTP inh
O=C(CSc1ncn[nH]1)Nc1ccc(S(=O)(=O)Nc2ncccn2)cc1	-1	-16	-21	0.89	2	3	14	0.7
Cc1cc(C(=O)O)ccc1[N+](=O)[O-]	1	-4	-14	0.91	1	0	12	-0.2
CSc1ccc(Cl)c(C(=O)OCC(=O)Nc2ccccc2OC(F)F)c1	17	7	3	0.87	0	-23	-48	1.7
CCCCn1c(N)c(N(CC(C)C)C(=O)C2=NN(c3cc(C)ccc3C)C(=O)CC2)c(=O)[nH]c1=O	1	-8	-9	1	-10	-2	-4	0.6
CC(C)N(CC#CCC(O)(c1ccccc1)C1CCCC1)CCO (stereo not given)	22	7	0	0.96	-1	2	20	-1.1
CC(=O)Oc1ccc(/C=C/c2nc3ccccc3c(=O)o2)cc1	1	96*	1	1.1	52*	-1	-134	-0.2
O=P(c1ccccc1)(c1ccccc1)C(O)c1ccccn1 (stereo not given)	4	-17	-1	1.2	-1	-1	20	3.3
Cc1ccc(S(=O)(=O)Nc2ccccc2CNc2ccc(Br)cn2)cc1	-2	-1	10	0.98	3	14*	14	68*
CC(C)OCCCn1c(=NC(=O)c2cccs2)c(C#N)cc2c(=O)n3ccccc3nc21	-5	-13	15	0.94	-35	0	-434	1.2
C[C@@H]1CN([C@@H](C)CO)C(=O)c2cc(Br)cnc2O[C@H]1CN(C)C(=O)c1ccc2c(c1)OCO2	.	.	21	.	1	.	-11	-1.1
CCc1ccc2nc(-c3cccc(C)c3)nc(SCC(=O)NCC3CCCO3)c2c1 (stereo not given)	-6	0	0	0.94	0	-4	15	5.4
CC(=O)c1cccc(NC(=O)C(C)OC(=O)c2cc(=O)[nH]c3ccccc23)c1 (stereo not given)	-9	1	3	0.99	3	1	-101	-0.4
CNS(=O)(=O)c1ccc2c(c1)[nH]c(=S)n2C	.	.	24	.	1	.	13	0.0
COCCn1cc(C(=O)NCCCOC(C)C)c2c3ccccc3n(C)c2c1=O	-9	-10	5	0.85	0	-1	-296	0.1
CC(C)Oc1ccc(N2C(=O)c3ccccc3C2=O)cc1	-1	15	0	0.94	1	5	22	-0.6
CCOC(=O)c1cnc2ccccc2c1Nc1ccc(C(=O)O)cc1	7	-18	-34	1	2	0	-6	-3.1
O=C1[C@H](Cc2ccccc2)NCC=CC[C@@H](c2ccc(Cl)cc2)N1Cc1ccccc1	-14	.	19	.	-3	-2	16	6.8
CCOc1ccccc1/C=C(/NC(=O)c1ccccc1)C(=O)NC(C)c1ccccc1 (stereo not given)	-10	-13	-3	0.92	1	-8	-4	0.4
C#CCOc1c(/C=C\c2nc(O)c([N+](=O)[O-])c(=O)[nH]2)cc(Br)cc1OC	3	1	-24	1.1	2	-1	11	0.9
Cc1nc(SCC(=O)NC(C)(C#N)C2CC2)c2c(-c3cccs3)csc2n1 (stereo not given)	-1	15	-14	0.95	-3	-6	-2	5.5
CCC1(c2ccccc2)NC(=O)N(CC(=O)Nc2ccccc2C(=O)N2CCCCC2)C1=O (stereo not given)	0	-12	-16	1.1	2	3	20	-1.1
COc1ccc(C2=NOC(C(=O)NCc3ccccn3)C2)cc1OC (stereo not given)	-8	-18	-3	1.2	0	0	16	-0.1
CCOC(=O)N1CCN(c2c(Nc3ccc4c(c3)OCCO4)c(=O)c2=O)CC1	-3	2	-4	1	2	-1	-5	-0.3
CCN1C=C(Cc2ccccc2C)C2=C(C1)C(c1ccccc1C)C(C#N)=C(N)O2 (stereo not given)	28	-3	5	0.79	-77	-6	-184	2.1
Cc1cn(CCC(=O)Nc2ccc(N3CCOCC3)cc2)c2ccccc12	-11	13	-18	0.98	1	0	19	0.3
CCN(c1ccccc1)S(=O)(=O)c1cc(C(=O)OCC(=O)c2c(N)n(C)c(=O)n(C)c2=O)ccc1C	-13	.	8	.	1	1	-8	0.0
COc1cccc(C2c3cc4c(cc3OC(N3CCCC3)C2C)OCO4)c1O (stereo not given)	-3	.	18	.	1	15*	16	1.5
COc1ccc(/C=C/C(=O)OCC(=O)NC2CC2)c(OC)c1	-2	-7	2	0.75	-3	1	-89	0.0
Cc1nnc(Nc2ccc(O)cc2)[nH]c1=O	1	-7	-10	0.87	1	-2	6	-1.1
COc1ccc(OC)c(S(=O)(=O)N2CCC3(CC2)OCCN3S(=O)(=O)c2ccccc2)c1	5	-2	2	1.1	1	4	6	-1.0
CN(C)c1ccc2c(c1)OC(N)=C(C#N)C2c1cccc(F)c1 (stereo not given)	11	-4	17	0.98	-25	-14	-32	1.0
CCCOc1cccc(CN2CCCCC2c2cccnc2)c1 (stereo not given)	-4	-21	18	0.92	1	4	10	19
COc1ccc(C(C)=O)cc1CN1C(=O)NC2(CCCC2)C1=O	-4	-15	0	0.99	0	0	8	-2.6
Cc1cc(C)cc(NC(=O)COC(=O)COc2cccc3c2OC(C)(C)C3)c1	2	-3	11	1.1	1	-2	2	0.4
CN1C(=O)N(CC(=O)N2CCN(S(=O)(=O)c3ccc(Cl)s3)CC2)C(=O)C12CCCCC2	-6	0	-7	0.92	0	1	12	3.0
CCCC(=O)Nc1ccc2c(c1)nc(CCN1CCN(c3ccccn3)CC1)n2C	6	5	-12	1.1	1	-1	18	-0.8
CCOC(=O)c1cnc(SCC(=O)Nc2ccc(NC(=O)CC)c(OC)c2)nc1N	-2	-3	-28	0.86	0	0	8	1.1
Cc1cn([C@H]2C[C@H](O)[C@@H](CCC(=O)NCCc3cnc[nH]3)O2)c(=O)[nH]c1=O	-5	.	-13	.	0	-3	0	-0.5
O=C(CCCC(=O)OCC(=O)c1cccs1)Nc1ccc(F)cc1	6	-8	-3	1	3	0	22	-0.7
Cc1ccccc1NC(=O)Nc1nnc(Cc2ccc([N+](=O)[O-])cc2)s1	6	-22	16	1	3	-3	15	2.6
CC(=O)c1ccc(NC(=O)c2cn(-c3ccccc3)nc2-c2ccncc2)cc1	-19	-30	-15	1.1	0	-4	16	-0.4
CC(C)CNC(=O)c1ccccc1SCC(=O)NC12CC3CC(CC(C3)C1)C2	-4	-3	-6	1	-3	3	16	1.3
CC1CCCN(C(=O)COC(=O)CSc2ccc(C(N)=O)cc2[N+](=O)[O-])C1 (stereo not given)	-2	3	0	0.93	-2	0	7	-1.6
CCC(=O)N1N=C(c2ccc(C)o2)CC1c1ccc(N(C)C)cc1 (stereo not given)	-6	-5	10	0.96	0	-2	6	0.7
C[C@@H]1CN([C@@H](C)CO)C(=O)CCCn2nncc2CO[C@@H]1CN(C)S(=O)(=O)c1ccc(-n2cccn2)cc1	.	.	-5	.	1	.	-24	-1.1
Cc1ccc(NC(=O)C(=O)NCCc2c[nH]c3ccccc23)c(C)c1	27	10	24	0.88	5	0	8	0.1
O=C(COc1coc(CN2CCN(c3ccccc3)CC2)cc1=O)Nc1ccc(F)cc1	1	-17	-3	1.2	-1	0	0	0.0
O=C(NCCc1ccccc1F)C1CCC(=O)N(Cc2ccccc2F)C1 (stereo not given)	-1	7	4	1.1	-1	-2	9	-1.2
Cc1cc(C)n2nc(S(=O)(=O)N(C)Cc3ccccc3)nc2n1	3	1	-9	0.9	0	-3	22	2.3
CCOC(=O)c1ccc(-c2ccc(C=O)o2)cc1	2	-6	7	0.99	-4	1	-437	2.6

The final 4 records of the part before lead into the next:
SMILES	ATG4B inh	SENP6 inh	PfGluPho inh	hIAP act	SENP1 FRET inh	NR3A LBD binder	SENP8 block	MPTP inh
O=C(COc1coc(CN2CCN(c3ccccc3)CC2)cc1=O)Nc1ccc(F)cc1	1	-17	-3	1.2	-1	0	0	0.0
O=C(NCCc1ccccc1F)C1CCC(=O)N(Cc2ccccc2F)C1 (stereo not given)	-1	7	4	1.1	-1	-2	9	-1.2
Cc1cc(C)n2nc(S(=O)(=O)N(C)Cc3ccccc3)nc2n1	3	1	-9	0.9	0	-3	22	2.3
CCOC(=O)c1ccc(-c2ccc(C=O)o2)cc1	2	-6	7	0.99	-4	1	-437	2.6
C=CCn1c(Cc2cccs2)nnc1SCC(=O)Nc1ccc(OC)cc1	-3	-10	7	0.94	3	-1	16	4.1
CCCc1cc(C(=O)Nc2ccc(F)c(Cl)c2)no1	-10	93*	15	0.95	1	2	12	-0.4
CCc1ccc(/C=C2/SC(=S)N(CCCC(=O)Nc3ccccc3C(=O)O)C2=O)cc1	9	19	-21	1.2	2	5	27	2.8
O=C(C1CC=CCC1)N1CCN(S(=O)(=O)c2ccc(F)cc2)CC1 (stereo not given)	0	-14	-3	1	2	0	7	-0.3
CCOC(=O)N1CCN(c2ccc(O)cc2)CC1	-2	-8	42	0.91	2	-1	12	-0.4
CCCCCCCCCCCCCCCC(=O)OCC1OC(n2ccc(N)nc2=O)C(O)C1O (stereo not given)	-5	.	-4	.	-1	-3	-2	-1.2
Cc1cccc(NC(=O)CSCC(=O)Nc2cccc(S(=O)(=O)N3CCCCCC3)c2)c1	-3	-4	12	1.1	0	2	8	0.5
COC(=O)CSc1nnc(-c2ccco2)o1	-2	-17	0	0.88	1	-13	16	0.0
CC(=O)Nc1ccc(S(=O)(=O)NCc2ccc(C(=O)NCCCN3CCC(C)CC3)cc2)cc1	-6	1	-11	1.3	-1	-2	2	6.8
CCOC(=O)Cc1cc(=O)[nH]n(-c2ccccc2)c1=O	-1	.	-3	.	0	-1	8	-1.3
CCSc1nc(C)c(CCOc2cccc(C)c2)c(=O)[nH]1	2	-12	5	1.1	1	-1	5	0.4
CC(=O)Nc1sc2c(c1C#N)CC(C)(C)NC2(C)C	-3	11	-5	1.1	1	-1	15	1.4
CCOc1ccc(OCc2ccc(C(=O)NCc3cccnc3)o2)cc1	-7	-4	2	1.1	2	1	-22	-2.1
COc1ccc2nc(NC(=O)CN3C(=O)NC4(CCCCC4)C3=O)sc2c1	-4	1	-12	1	1	-2	5	-0.6
COc1ccc(C(=O)c2sc(Nc3ccc(NC(C)=O)cc3)nc2C)cc1	-4	-10	12	1.2	-25	-12	-101	0.0
CCOc1ccc(S(=O)(=O)N2CCC(C(=O)N3CCOCC3)CC2)cc1C	-1	0	-19	0.94	1	-2	10	-0.5
C[C@H]1CN([C@@H](C)CO)C(=O)CCCn2cc(nn2)CO[C@@H]1CN(C)C(=O)Nc1ccc(N2CCCCC2)cc1	.	.	1	.	5	.	10	-0.2
C=CCn1c(-c2cc(Cl)ccc2OC)n[nH]c1=S	-9	-14	26	0.87	3	-8	-13	-1.7
Oc1c(CN2CCOCC2)cc(-c2ccccc2)cc1CN1CCOCC1	-2	-7	3	1.2	5	-1	20	-0.6
COc1ccc(N(C(=O)c2snc(C(N)=O)c2N)C(C(=O)NCC2CCCO2)c2ccc(C)o2)cc1OC (stereo not given)	-8	6	13	0.81	-6	-2	-90	-0.1
O=C(CN1CCN(c2ccccn2)CC1)Nc1cccc(S(=O)(=O)N2CCOCC2)c1	-1	-4	-1	0.94	-2	0	12	6.0
O=C(CCn1cnc2ccccc2c1=O)Nc1ccc(Cl)c(Cl)c1	-12	3	13	0.86	3	-8	26	9.7
CC1(C)CC(=O)c2cnc(NCC3CCCO3)nc2C1 (stereo not given)	-11	11	0	1.1	1	3	9	-3.6
CCCc1nc2ccccc2c(C(=O)OCC(=O)Nc2ccc(S(=O)(=O)N3CCOCC3)cc2)c1CC	-24	-4	13	1.3	-3	18*	-7	33
CC1(C)CC(=O)C(C=Nc2cccnc2)=C(O)C1	-4	-5	-6	0.8	0	-8	12	-0.2
O=C(Cc1ccccc1F)NNC(=O)c1cccs1	1	2	-6	1.1	2	0	5	-1.3
CCOC(=O)NC(CC(=O)O)c1ccc(OCC)cc1 (stereo not given)	6	-10	-10	1	4	0	8	-3.1
